AmpC det inh: inhibitors of E. coli AmpC beta-lactamase with detergent | P00811 | purified AmpC, nitrocefin hydrolysis with detergent | Potency, µM (titrated, usually from 28.7 µM), without a hit: at the top dose activity change, negative = inhibition | actives 0.09% (n = 71,000) | AID 584; active means well fitted curve in the direction sought with a large enough effect
Target sequence (P00811 whole entry, looked up): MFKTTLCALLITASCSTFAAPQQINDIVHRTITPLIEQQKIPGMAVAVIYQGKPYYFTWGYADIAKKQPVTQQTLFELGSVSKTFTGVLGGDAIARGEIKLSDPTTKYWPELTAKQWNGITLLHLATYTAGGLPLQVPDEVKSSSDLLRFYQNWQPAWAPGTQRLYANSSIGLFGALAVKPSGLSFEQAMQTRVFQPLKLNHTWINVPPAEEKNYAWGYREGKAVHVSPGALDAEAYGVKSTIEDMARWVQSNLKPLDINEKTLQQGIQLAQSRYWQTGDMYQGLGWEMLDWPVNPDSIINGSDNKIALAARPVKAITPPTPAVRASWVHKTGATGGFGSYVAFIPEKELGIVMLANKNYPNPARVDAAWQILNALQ
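E. coli AmpC (5.3 nM) in 20 mM phosphate pH 7.0 with 0.01% Triton X-100, preincubated 15 min RT with compound; nitrocefin (2 uL of 800 uM stock) hydrolysis followed by 480 nm absorbance every 20 s over 4 min.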
Starred values were filed as active, the others as inactive; [ ] = dose if it differs, or a comment. On the % scale 0 is the no-effect control and ±100 the full control effect; potency means the concentration at half of the fitted maximal effect.

| SMILES | AmpC det inh |
| --- | --- |
| N#CCCn1c(=O)c(-c2ccc(F)cc2)nc2cnc(N3CCNCC3)nc21 | 1% |
| COc1ccccc1N1CCN(C(=O)c2ccc(NC(C)=O)cc2)CC1 | 4% |
| O=C(c1cc2nc(C3CC3)cc(C(F)(F)F)n2n1)N1CCCC1 | -1% |
| O=C(COc1ccccc1)Nc1ccccc1C(=O)NCc1ccco1 | -4% |
| COc1ccc(-n2c(N3CCN(C)CC3)nc3sc4c(c3c2=O)CCCCC4)cc1 | 1% |
| O=P(/C(=N/O)N1CCCCC1)(N1CCOCC1)N1CCOCC1 | -2% |
| Cc1ccc(C(=O)Cn2nnc(-c3ccccc3-n3cnnn3)n2)cc1 | -10% |
| CC1=C(C(=O)OCC2CCCO2)C(c2ccccc2OC(C)C)C2=C(CC(c3ccco3)CC2=O)N1 (stereo unspecified) | 15% |
| COc1ccc2nc3c(cc2c1)c(NC(=O)C1CCCO1)nn3CC(C)C (stereo unspecified) | 0% |
| O=C(c1csnn1)N1CCC2(CCN(Cc3cc(C(F)(F)F)cc(C(F)(F)F)c3)CC2)CC1 | 0% |
| CN1C(=O)C(O)(CC(=O)c2cccnc2)c2ccccc21 (stereo unspecified) | -2% |
| COc1cc2[nH]c(=O)n(CCCC(=O)NCCc3ccccc3)c(=O)c2cc1OC | 1% |
| CCCCn1c(C(C)NC(=O)COC)nc2ccccc21 (stereo unspecified) | -4% |
| COC(=O)c1c(NC(=O)COC(=O)Cn2cnc3ccccc32)sc(C)c1C | -1% |
| CCCc1cc(=O)n2[nH]c(-c3cc(OC)c(OC)c(OC)c3)nc2n1 | -7% |
| O=S(=O)(NC1CC1)c1ccc(S(=O)(=O)N2CCN3CCCC3C2)cc1 (stereo unspecified) | -2% |
| O=C(O)CC(C(=O)NC1CCCCC1)C1CCCO1 (stereo unspecified) | 5% |
| O=c1[nH]nc(Cc2ccccn2)c2ccccc12 | -2% |
| N[C@@H](COP(=O)(O)O)C(=O)O | 4% |
| O=c1c(=O)n(O)c2ccccc2n1O | -3% |
| COc1ccc(C(c2nnnn2CCc2ccccc2)N2CCN(C)CC2)cc1OC (stereo unspecified) | 7% |
| COC(=O)c1ccc(OC)c(CSc2nnc(COc3ccc(Cl)cc3)o2)c1 | -1% |
| Cc1cc(N2CCCC2)n2nc(C)c(-c3ccccc3)c2n1 | -1% |
| C=CCn1c(COc2ccccc2C)nnc1SCC(=O)O | -2% |
| Cc1cccc(-n2c(CNC(=O)COc3ccccc3)nnc2SCC(=O)Nc2nccs2)c1 | 13% |
| Cc1cc2oc3c(c(=O)c2cc1C)C(c1cccc(Br)c1)N(Cc1ccco1)C3=O (stereo unspecified) | -4% |
| C#CCn1c(=O)c2c(ncn2C)n(C)c1=O | -4% |
| COCCN1Cc2cccc(C(=O)Nc3ccccc3OC)c2C1=O | -1% |
| CCC1CCCCN1Cc1nc2c(c(=O)n(C)c(=O)n2C)n1CCCc1ccccc1 (stereo unspecified) | 9% |
| Cc1cc2cc3c(C)cc(=O)oc3c(C)c2o1 | -2%[12.8 µM] |
| O=C(O)C1C2C=CC(C2)C1C(=O)N1CCOCC1 (stereo unspecified) | 9% |
| Oc1ccc(Cn2cc[nH]c2=S)cc1 | -2% |
| c1ccc(C(c2ccccc2)N2CCN(Cc3nnnn3C3CCCC3)CC2)cc1 | -1% |
| O=C(NCc1ccco1)c1nnc(Cc2ccc(F)cc2)o1 | 12% |
| COC(=O)c1nnn(-c2nonc2N)c1CSc1ccc(Cl)cc1 | -4% |
| CCc1cc2cc3c(cc2nc1SCC(=O)N1CCN(C(=O)c2ccco2)CC1)OCO3 | -2% |
| c1csc(-c2nn[nH]n2)c1 | 12% |
| CCc1nc(SCC(=O)NCCc2ccc(OC)c(OC)c2)c2c(=O)n(C)c(=O)n(C)c2n1 | 1% |
| O=C(O)C1C2C=CC(C2)C1C(=O)N1CCN(C/C=C/c2ccccc2)CC1 (stereo unspecified) | -10% |
| CCOC(=O)CSc1nc(N)nc(C)c1Br | -1% |
| Cc1ccc(CSC2=Nc3ccccc3C3=NC(CCC(=O)NCc4ccco4)C(=O)N23)cc1 (stereo unspecified) | -1% |
| COc1ccc(-c2nc(SCC(=O)NCc3ccco3)c(-c3ccccc3)[nH]2)cc1OC | -4% |
| CCCCCCC(=O)N(O)C1CC(=O)N(Cc2ccccc2)C1=O (stereo unspecified) | -5% |
| CC1CCN(C(=O)CSc2nc(N)cc(N)n2)CC1 | -4% |
| COc1ccc(-c2noc(C)c2-c2ccc3ccccc3n2)c(O)c1 | 0% |
| CC(=O)OCc1cc(=O)n(C)c(=O)n1C | -4% |
| Cc1ccc2[nH]c3c(c2c1)CCc1cn[nH]c1-3 | -6% |
| COc1ccc2c(c1)C(=O)CC(c1ccccc1F)O2 (stereo unspecified) | 7% |
| CCSc1nnc(Cn2c(=O)sc3ccccc32)n1C | 14% |
| CCCCNC(=O)Cn1c(=O)n(C)c2ccccc21 | 9% |

More results follow.
| SMILES | AmpC det inh |
| --- | --- |
| CNC(=O)CN(c1cc(C)ccc1OC)S(=O)(=O)c1ccc(C)cc1 | 9% |
| CCc1n[nH]c2c1/C(=N/O)CCC2 | -3% |
| Nc1ccc([N+](=O)[O-])cc1N | 13% |
| Oc1ccc([C@@H]2CNCc3sccc32)cc1O | -4% |
| CCCCn1cnc2c(cnn2-c2ccc(F)cc2)c1=O | 9% |
| CCOC(=O)N1CCC(NC(=O)C(Cc2ccccc2)NC(=O)C2CCCCC2)CC1 (stereo unspecified) | -1% |
| O=C(CSc1nnc(COc2ccc(Cl)cc2)o1)OC1CCCCC1 | 10% |
| CN1C[C@@H](C(=O)N[C@]2(C)O[C@]3(O)[C@H]4CCCN4C(=O)[C@H](Cc4ccccc4)N3C2=O)C[C@H]2c3cccc4[nH]cc(c34)C[C@@H]21 | -6% |
| O=C1CC(c2ccco2)Sc2nc3ccccc3n21 (stereo unspecified) | 6% |
| Cc1sc2nc(CN3CCOCC3)nc(Oc3ccc(NC(=O)c4ccco4)cc3)c2c1C | -1% |
| Cc1ccc2c(CC(=O)OCc3csc(C)n3)coc2c1 | -4% |
| CCC1CCCCN1CCCNC(=O)Cn1nc(-c2ccccc2)ccc1=O (stereo unspecified) | -2% |
| CCOC(=O)c1ccc(CSc2nnc(N)s2)cc1 | -3% |
| CCCn1nnc(NC(=O)c2ccc(-c3ccccc3)cc2)n1 | -3% |
| CCNc1nc(-c2ccc(Cl)cc2)cs1 | 3% |
| Cc1cc(NCCCn2ccnc2)n2nc(-c3ccc(F)cc3)cc2n1 | -2% |
| Cc1ccc2cc(C#N)c(N3CCCC3)nc2c1C | -7% |
| COC(=O)c1ccc(C(NC(=O)OCc2ccccc2)/C(C)=C/[C@@H](C)C(=O)N[C@@H](CO)Cc2ccccc2)cc1 (stereo partly specified) | 16% |
| CCOc1ccccc1C(=O)n1nc2nc(C)cc(C)c2c1N | -3% |
| CCOC(=O)c1sc(NCCNc2nc(C)c(C(=O)OCC)s2)nc1C | 9% |
| O=C(c1ccc(Cn2cc(Br)cn2)o1)n1cccn1 | 17% |
| CN(C)c1ccc(-c2ccc3ncnc(N(C)C)c3c2)cc1 | 11% |
| OC(CNCCc1ccccc1)c1ccccc1 (stereo unspecified) | 0% |
| O=c1c2ccccc2nc(-c2ccccc2)n1CCCn1ccnc1 | -9% |
| COc1ccc(OC)c(NC(=O)CN(c2ccc(C(C)C)cc2)S(=O)(=O)c2c(C)noc2C)c1 | 5% |

The closing four entries of the part before are carried over, then new ones follow:
| SMILES | AmpC det inh |
| --- | --- |
| CN(C)c1ccc(-c2ccc3ncnc(N(C)C)c3c2)cc1 | 11% |
| OC(CNCCc1ccccc1)c1ccccc1 (stereo unspecified) | 0% |
| O=c1c2ccccc2nc(-c2ccccc2)n1CCCn1ccnc1 | -9% |
| COc1ccc(OC)c(NC(=O)CN(c2ccc(C(C)C)cc2)S(=O)(=O)c2c(C)noc2C)c1 | 5% |
| CCC(C)COC(=O)C(C#N)c1nc2ccccc2nc1N1CCCCC1 (stereo unspecified) | -1% |
| O=C(O)Cc1ccc(O)c(O)c1 | -5% |
| CC(C)(C)NC(=O)CN(C(=O)CS(=O)CC(=O)Nc1ccc(F)cc1)c1ccccc1 (stereo unspecified) | 0% |
| C[C@@H]1C[C@H](C)CN(S(=O)(=O)c2cc(Cl)c(Oc3ccc([N+](=O)[O-])cc3Cl)c(Cl)c2)C1 | -1%[5.75 µM] |
| CC(=O)c1n[nH]nc1NC(=O)c1ccccc1 | 2% |
| COc1cccc(C(O)c2cnc(C(C)C)n2C)c1OC (stereo unspecified) | -2% |
| COc1ccc(CCNC(=O)CCCn2c(=O)[nH]c3cc(OC)c(OC)cc3c2=O)cc1OC | -1% |
| O=C(Cc1ccc(-n2cccc2)cc1)NCc1cccs1 | 7% |
| CCc1ccc(S(=O)(=O)NCc2csc(-c3ccccc3)n2)s1 | 12% |
| O=C(NC1CCCCCCC1)c1ccc2c(c1)N(Cc1ccc(F)cc1)C(=O)CS2=O (stereo unspecified) | -3% |
| O=C1CCc2cc(S(=O)(=O)N3CCC(C(=O)NCc4ccccc4Cl)CC3)ccc2N1 | 12% |
| COCCNc1ncnc2ccc(-c3ccccc3C)cc12 | 6% |
| Clc1cccc(C=NC=Nc2cccc(Cl)c2)c1 | 0% |
| Cc1cc(C)n(-c2nc(SCC(=O)N3CCCC3)c3c4c(sc3n2)CCCC4)n1 | 13% |
| COc1ccc(N2CC(C(=O)NCc3cccnc3)CC2=O)cc1 (stereo unspecified) | 12% |
| CCOC(=O)c1sc(NC(=O)CSc2ccccn2)c(C#N)c1C | -5% |
| c1ccc(-c2nnc(SCc3nc4ccccc4[nH]3)n2Cc2ccco2)nc1 | -3% |
| O=C(Cc1ccc(Cl)cc1)Nc1ccc(N2CCN(C(=O)c3ccco3)CC2)c(Cl)c1 | 0% |
| COC(=O)c1ccc2c(=O)n(CCC3=CCCCC3)c(SCC(=O)N3CCCC3)nc2c1 | 13% |
| N=C(N)SCc1cc(Cl)cc(Cl)c1O | -5%[5.75 µM] |
| CCN(CC)CCCN1C(=O)C(O)=C(C(C)=O)C1c1ccc(OC)cc1OC (stereo unspecified) | 12% |
| CCn1c(SCC(=O)Nc2cccc(OC)c2)nnc1-c1ccc(Cl)cc1 | 2% |
| CC(=O)NC(NC(C)=O)c1ccc(Br)cc1 | -3% |
| C=CCNS(=O)(=O)c1ncnc2nc[nH]c12 | -2%[5.75 µM] |
| Clc1cccc(N2CCN(CCNc3nc4ccccc4n4cnnc34)CC2)c1 | -3% |

The closing 5 records of the part above are carried over, then new ones follow.
| SMILES | AmpC det inh |
| --- | --- |
| CCN(CC)CCCN1C(=O)C(O)=C(C(C)=O)C1c1ccc(OC)cc1OC (stereo unspecified) | 12% |
| CCn1c(SCC(=O)Nc2cccc(OC)c2)nnc1-c1ccc(Cl)cc1 | 2% |
| CC(=O)NC(NC(C)=O)c1ccc(Br)cc1 | -3% |
| C=CCNS(=O)(=O)c1ncnc2nc[nH]c12 | -2%[5.75 µM] |
| Clc1cccc(N2CCN(CCNc3nc4ccccc4n4cnnc34)CC2)c1 | -3% |
| Cc1ccc(NCc2nnc3n2CCCCC3)cc1 | 10% |
| O=C(COc1ccc(S(=O)(=O)NCc2ccccc2)cc1)NCC1CCCO1 (stereo unspecified) | 0% |
| O=C(COC(=O)c1cnccn1)c1ccc2c(c1)CCCC2 | 5% |
| CCOC(=O)C1CCN(C(=O)CNS(=O)(=O)c2cccs2)CC1 | -4% |
| O=C(O)C1CSC2c3ccccc3C(=O)N12 (stereo unspecified) | -4% |
| N#CC1=C(N)N2C(=C(C#N)C13CCCCC3)SC1CCCCC12O (stereo unspecified) | -2% |
| COc1ccc(N(C(=O)CNC(=O)c2ccco2)C(C(=O)NC2CCCCC2)c2ccco2)cc1 (stereo unspecified) | 2% |
| COc1ccccc1OC(=O)C1CC(=O)N(c2ccc(Cl)cc2)C1 (stereo unspecified) | -7% |
| Cc1cc(C(=O)NCc2cccnc2)n(-c2ccccc2)n1 | 4% |
| COC(=O)c1ccc(OC)c(CSc2nnc(-c3ccc(C)cc3)o2)c1 | 6% |
| CCOC(=O)c1c(NC(=O)Cn2nnc3ccccc32)sc2c1CCC(C)C2 (stereo unspecified) | 15% |
| Cc1nn(Cc2ccc(Cl)cc2)c(C)c1NC(=O)c1noc2c1CCCCC2 | 0% |
| Cc1ccc(-n2nnnc2SCC(=O)Nc2ccc3c(c2)COC3=O)cc1C | 0% |
| CCOC(=O)C1CCCN(C(=O)CC(C)c2ccccc2)C1 (stereo unspecified) | 0% |
| NC(=O)C1CCN(CC(=O)c2c[nH]c3ccc(F)cc23)CC1 | -6% |
| Cn1c(C(C#N)C(=O)Cc2cccc3ccccc23)nc2ccccc21 (stereo unspecified) | -3% |
| CCN(CC)S(=O)(=O)c1ccc2c3c(cccc13)C(=O)N2 | 11% |
| N#CN(CC(N)=O)c1nc(N2CCCCC2)nc(N2CCCCC2)n1 | -1% |
| Cc1ccc(N(CC(=O)O)S(C)(=O)=O)cc1Cl | -2% |
| O=C(C1CCC(=O)N1C1CCCCC1)N1CCN(c2ccc(F)cc2)CC1 (stereo unspecified) | -2% |
| O=c1[nH]c2c(cc1CNCCN1CCOCC1)c(-c1cccc(F)c1)nn2-c1ccccc1 | 4% |
| CN(C)CCCNc1cc(O)c2c(c1O)C(=O)c1ccccc1C2=O | -7%[5.75 µM] |
| COC(=O)[C@H](CCSC)NC(=O)N1CCN(c2cccc(C(F)(F)F)c2)CC1 | -4% |
| CCN(CC)S(=O)(=O)c1ccc2[nH]cc(C(=O)NCCc3ccc(OC)c(OC)c3)c(=O)c2c1 | -2% |
| O=C(c1ccc(CS(=O)(=O)c2ccc(Br)cc2)o1)N1CCC2(CC1)OCCO2 | -4% |
| COc1ccc(CCNC(=O)CCN2C(=O)COc3ccccc32)cc1OC | -5% |

Assay outcomes: PubChem, National Center for Advancing Translational Sciences (NCATS)

Only part of the results is shown; count on the stated rates, not on these rows.
